Compound activity: PubChem BioAssay, Sanford-Burnham Center for Chemical Genomics
Artemis endo inh – Artemis endonuclease inhibitors, primary screen, biochemical, fluorescence intensity, FAM/BHQ-1 hairpin substrate; Protein artemis (Homo sapiens), Q96SD1; recombinant Artemis, quenched FAM hairpin cleavage fluorescence; inhibition, % at 10 µM; actives 0.78% (n = 30,000);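 active = at 10 µM dose, at least 30% inhibition, measured as corrected fluorescence normalized to stimulator and neutral control wells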
Target sequence (Q96SD1 whole entry, looked up): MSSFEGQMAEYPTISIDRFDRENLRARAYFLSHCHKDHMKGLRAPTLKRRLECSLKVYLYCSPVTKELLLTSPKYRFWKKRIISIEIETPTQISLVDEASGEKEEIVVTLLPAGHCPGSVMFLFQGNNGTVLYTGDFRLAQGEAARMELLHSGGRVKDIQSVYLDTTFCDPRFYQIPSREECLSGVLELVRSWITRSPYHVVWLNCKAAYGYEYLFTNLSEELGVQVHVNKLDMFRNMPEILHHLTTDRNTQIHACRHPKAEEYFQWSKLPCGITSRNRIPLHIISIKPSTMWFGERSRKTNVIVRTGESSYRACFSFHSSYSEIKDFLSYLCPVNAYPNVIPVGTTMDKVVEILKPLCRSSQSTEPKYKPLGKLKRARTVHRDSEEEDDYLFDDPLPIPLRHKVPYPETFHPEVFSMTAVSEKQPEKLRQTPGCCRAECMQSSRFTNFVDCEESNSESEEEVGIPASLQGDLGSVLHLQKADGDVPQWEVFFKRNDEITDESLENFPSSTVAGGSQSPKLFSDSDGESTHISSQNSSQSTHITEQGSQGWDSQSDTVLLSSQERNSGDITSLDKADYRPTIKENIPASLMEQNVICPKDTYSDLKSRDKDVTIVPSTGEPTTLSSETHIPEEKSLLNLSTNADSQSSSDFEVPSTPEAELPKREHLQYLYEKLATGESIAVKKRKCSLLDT
* hit, by the source's call. These rows are one share of the data; the hit share may differ from the screen's.

smiles | Artemis endo inh
COc1ccccc1C(=O)NC(C)c1ccccc1 (stereo unspecified) | -1.7
CN(C)CCCNC(=O)c1cc(S(=O)(=O)N2CCOCC2)ccc1F | 3.4
CC(=O)Nc1cc(S(=O)(=O)Nc2ccc(C)cc2)c(C)cc1C | 7.2
Cc1ccc(Cl)cc1NC(=O)N[C@@H](C)C(=O)O | 2.6
COc1cccc(OC)c1NC(=O)CN1CCC(NC(=O)c2cccc(F)c2)CC1 | 0.3
COc1ccccc1-c1nc(SCc2ccccn2)n[nH]1 | 1.4
CC(C)CC(C(=O)NCc1ccccn1)N1C(=O)c2ccccc2C1=O (stereo unspecified) | 4.7
Cc1cc(N)n(-c2ccccc2)n1 | -3.5
Cc1ccc(Cl)cc1NC(=O)CC1NCCNC1=O (stereo unspecified) | 0.6
Cc1ccc(-n2c(C)nnc2SCC(=O)Nc2ccccc2)cc1 | 1.7
Cc1ccc(N2C(=O)NC3(CCCCC3)C2=O)cc1 | 1.9
COc1ccccc1N1CCN(Cc2nnnn2CCc2ccccc2)CC1 | 12.7
Cc1cc(=O)[nH]c(N=N/C(=N/Nc2ccc(O)cc2)c2ccccc2)n1 | 3.3
CCC(C)NS(=O)(=O)c1ccc(OCC(=O)Nc2ccc(F)cc2F)cc1 (stereo unspecified) | 9.3
O=C(c1ccccc1)c1cc(F)c(N2CCOCC2)cc1Cl | 3.8
O=C(Oc1ccc2c(-c3ccccc3)cc(=O)oc2c1)C1CCCCC1 | 4.8
O=C(NCc1ccco1)c1cc(-c2cccnc2)nc2ccc(Cl)cc12 | -5.8
O=C(Cc1cccs1)N1CCN(c2ccc(F)cc2)CC1 | -2.3
COc1ccc(Cn2nnnc2C(c2ccc(C)cc2)N2CCN(C3CCCC3)CC2)cc1 (stereo unspecified) | -4.3
COC(=O)[C@H](C)NC(=O)Nc1cccc(C)c1 | 0.3
CC(=O)NCCC(=O)Nc1cc(F)ccc1C | 1.4
COc1ccc(N2CCN(C(=O)c3ccc(NS(=O)(=O)c4ccccc4)cc3)CC2)cc1 | -5.4
CCOC(=O)C1=C(CSc2nc(C)cc(C)c2C#N)OC(N)=C(C#N)C1c1ccccc1 (stereo unspecified) | 5.1
O=C(O)c1cc2cc(Cl)cc(Cl)c2oc1=O | 5.2
COc1cccc2cc(C(=O)Nc3cccnc3N3CCOCC3)c(=O)oc12 | 1.5
COc1cccc(NC(=O)COc2ccc(S(=O)(=O)NC(C)C)cc2)c1 | 6.8
O=C(O)C1CC(=O)N(C2CCCCCC2)C1 (stereo unspecified) | -13.0
CC(=O)c1cc(CC=C(C)C)c(O)cc1O | 0.3
Oc1cc2ccccc2cc1-c1nnc2n1-c1ccccc1SC2 | -4.4
O=C1NN(c2ccccc2)C(=O)/C1=C\c1cccn1-c1ccc(Cl)c([N+](=O)[O-])c1 | 22.3
CC(=O)Nc1ccc(S(=O)(=O)N2CCSC2c2ccc(Cl)cc2)cc1 (stereo unspecified) | -1.3
CCCNC(=O)C(CC)NS(=O)(=O)c1ccc(OC)cc1 (stereo unspecified) | 3.8
CC12CN(Cc3ccccc3)CC(C)(CN(Cc3ccccc3)C1)C2=NO | -4.9
COC(=O)c1ccc(N(CC(=O)NC2CCCC2)C(=O)CNC(=O)c2ccco2)cc1 | -2.5
CC(Nc1nc(N2CCCC2)nc2ccccc12)c1ccccc1 (stereo unspecified) | 4.3
Cc1sc2ncnc(N(C)Cc3cccs3)c2c1C | 2.6

Brought forward from above: 7 entries, followed by the next part.
smiles | Artemis endo inh
O=C1NN(c2ccccc2)C(=O)/C1=C\c1cccn1-c1ccc(Cl)c([N+](=O)[O-])c1 | 22.3
CC(=O)Nc1ccc(S(=O)(=O)N2CCSC2c2ccc(Cl)cc2)cc1 (stereo unspecified) | -1.3
CCCNC(=O)C(CC)NS(=O)(=O)c1ccc(OC)cc1 (stereo unspecified) | 3.8
CC12CN(Cc3ccccc3)CC(C)(CN(Cc3ccccc3)C1)C2=NO | -4.9
COC(=O)c1ccc(N(CC(=O)NC2CCCC2)C(=O)CNC(=O)c2ccco2)cc1 | -2.5
CC(Nc1nc(N2CCCC2)nc2ccccc12)c1ccccc1 (stereo unspecified) | 4.3
Cc1sc2ncnc(N(C)Cc3cccs3)c2c1C | 2.6
COc1ccc(S(=O)(=O)N(CC(=O)NCCCN(C)C)c2ccc(C)cc2)cc1OC | -0.3
Brc1ccccc1OCCOCCOc1cccc2cccnc12 | 11.0
Cc1ccc(S(=O)(=O)Nc2ccc3c4c(cccc24)CC3)c(C)c1 | 3.1
c1ccc(-c2n[nH]c(-c3ccccn3)n2)cc1 | -2.5
COCCn1c(N)c(C(=O)NCC2CCCO2)c2nc3ccccc3nc21 (stereo unspecified) | -11.0
N#CC(C#N)=c1ccc2c(c1)N1C3=C(CCCC3)CC3CCCCC31N=2 (stereo unspecified) | 14.9
Cc1nn(-c2ccccc2)c(Cl)c1C(=O)NCCCCNC(=O)c1c(C)nn(-c2ccccc2)c1Cl | 8.4
S=C(c1cn(CCOc2ccccc2)c2ccccc12)N1CCCC1 | 16.9
N#CCSc1nnc2ccc3ccccc3n12 | -15.9
O=C(Nc1ccc(N2CCOCC2)cc1)c1cccc(S(=O)(=O)N2CCCCC2)c1 | -3.8
CCCC(=N)C1=C(O)CC(CC(C)SCC)CC1=O (stereo unspecified) | -17.3
CCOc1cc(/C=N/NC(N)=O)cc(Br)c1OCC(=O)Nc1ccccc1C | 0.4
COC(=O)CCCCC(=O)C1C(=O)CC(C)(C)C(C(=O)OC)C1=O (stereo unspecified) | 1.2
CCCCC1(C)OC(=O)C(=Cc2ccc(N(C)C)cc2)C(=O)O1 (stereo unspecified) | -4.3
OCCNc1nc(Nc2ccccc2)nc(Nc2ccccc2)n1 | -1.5
Cc1ccc(NC(=O)CN2CC(C)SC2=NC2CCCCC2)cc1 (stereo unspecified) | 3.6
Cc1ccc(-c2ccc(/C=N/N3C(=O)C4C5C=CC(C6CC56)C4C3=O)o2)c([N+](=O)[O-])c1 (stereo unspecified) | 13.5
COCCOc1nc2c(c(=O)n(C)c(=O)n2C)n1CCc1ccccc1 | -6.1
O=C(O)CCCC(=O)N1CCN(c2cccc(Cl)c2)CC1 | -4.2
CCCCc1n[nH]c2c1C(=O)CC(C)(C)C2 | 0.1
C/C(=N\NC(=O)C1CCCN(S(=O)(=O)c2ccccc2)C1)c1cccnc1 (stereo unspecified) | -1.4
CCOc1ccc(S(=O)(=O)N2CCN(C(=O)c3cccn3C)CC2)cc1 | -4.8
N#Cc1c(NC(=O)CSc2n[nH]c(Cc3ccccc3)n2)oc(-c2ccccc2)c1-c1ccccc1 | 24.8
C/C(=N\O)c1ccccc1C(=O)O | 46.1*
Cc1cccc(-c2nnc(SCc3nc4ccccc4[nH]3)n2Cc2ccco2)c1 | 7.1
CCCOc1ccccc1C1NC(=O)NC(C)=C1C(=O)OCCOCC (stereo unspecified) | -1.6
COCCOC(=O)/C=C1/NC(=O)CS1 | -5.6
O=C(CCN1CCN(c2ccccc2F)CC1)Nc1ccccc1F | -11.7
Cc1cc(N2C(=O)C(=O)/C(=C(/O)c3ccc(F)cc3)C2c2ccc(F)cc2)no1 (stereo unspecified) | 5.6
Cc1ccc2c(c1)C(C)CC(C)(C)N2C(=O)NC1CCCCC1 (stereo unspecified) | -3.1
Cc1ccc(NC(=O)CN(C)C(=O)CSc2nc3ccccc3c(=O)n2Cc2ccco2)cc1 | 7.0
CCOC(=O)CC(=O)Nc1ccc(Br)cc1C(=O)O | -3.2
CN(C)S(=O)(=O)c1cccc(C(=O)NC2CCCc3ccccc32)c1 (stereo unspecified) | 5.3
CC(C)(C)C(=O)Nc1c2c(nc3c1CCC3)CCCC2 | 3.3
O=C1c2ccccc2C(=O)N1CCCCSc1nnc2c(Cl)cc(Cl)cn12 | 1.1
Cc1ccc(NC2CC(=O)N(c3ccc(C)cc3)C2=O)cc1 (stereo unspecified) | -6.1
CCOCCCNS(=O)(=O)c1ccc2c(c1)OCCO2 | -1.0
O=C(CC1(O)C(=O)N(Cc2ccc3c(c2)OCO3)c2ccccc21)c1ccccc1 (stereo unspecified) | 3.9
Cc1ccc(C(=O)Nc2oc(-c3ccccc3)cc2C#N)cc1 | 1.4
CCOC(=O)c1c(-c2cccs2)csc1NC(=O)CC(C)C | 14.4
Cc1cc(NC(=O)COn2nnc3ccccc32)no1 | 1.0
CCOC(=O)c1c(N2CCCCC2)c2ccccc2[nH]c1=O | -2.0
CC(C)OC(=O)Cn1nnc2c(cnn2-c2ccccc2)c1=O | 1.8
CCCC1C(c2ccco2)NC(c2ccco2)CC1(C)O (stereo unspecified) | 4.6
Cc1ccc2nc3ccc(N4CCN(C)CC4)nn3c(=O)c2c1 | 7.4
Cc1cc(Oc2ccc(C#N)cc2)nc(N2CCOCC2)n1 | -0.6
CSCCC(NC(=O)c1occc1C)C(=O)O (stereo unspecified) | 2.5
CCSc1nnc(NC(=O)COc2ccc3ccccc3c2)s1 | 0.1
Cn1c2c(c(=O)n(C)c1=O)C1c3cc(Cl)ccc3OCC1CO2 (stereo unspecified) | 0.3
COc1ccc(-n2c(-c3ccccc3)nnc2-c2ccc(Cl)cc2)cc1 | 4.0
CC(=O)NC1(c2nnnn2CCOC(=O)Nc2ccc(Cl)cc2)CCCCC1 | 7.8
Cc1ccc(S(=O)(=O)CCC(=O)Nc2nc3c(s2)CCCC3)cc1 | 0.2
CCCn1c2ccccc2c2nnc(SC(CC)C(=O)Nc3cc(C)on3)nc21 (stereo unspecified) | 0.8
Nc1nc2ccc(C(=O)NC3CCCCC3)cc2s1 | 4.4
CC1(C)Oc2cc(N)c([N+](=O)[O-])cc2O1 | -3.8
Cc1nc2sc3c(c2c(=O)o1)CC(C)(C)OC3 | -8.7
O=c1cc(CSc2nnc(Nc3ccccc3)s2)nc2sccn12 | 4.6
CCOc1ccc(C(C)(C)C)cc1S(=O)(=O)N1CC(C)OC(C)C1 (stereo unspecified) | 4.5
COc1cc(SC)ccc1C(=O)Nc1ccc(S(=O)(=O)N2CCCC2)cc1 | -1.4
S=C(c1ccc2c(c1)OCO2)N1CCCCC1 | -2.7

Following part
smiles | Artemis endo inh
COc1ccc(C(=O)NCc2nnc(SCC(=O)N3CCC(C)CC3)o2)cc1OC | -6.8
O=S(=O)(O)c1nnc2sc3ccccc3n12 | 0.3
CCOC(=O)C1C(=O)N(C(=O)c2cncc(Br)c2)CC1c1ccccc1 (stereo unspecified) | 8.9
Nc1nnc(CSCc2ccccc2)s1 | 0.5
O=c1c(-c2ccccc2)c(O)c2cccc3c2n1CCC3 | 0.7
CN(C)Cc1c(O)ccc2occ(C(O)c3ccccc3)c12 (stereo unspecified) | 0.8
C=CCC(NCCCO)c1cccc(OC)c1OC (stereo unspecified) | 3.6
COCc1cc(Sc2ccc(Cl)cc2)nc(-c2ccccc2)n1 | -3.9
O=C(NCc1ccccc1)c1cnc(-c2ccccn2)nc1C(F)(F)F | 2.2
Cc1cc(C)c2c(N)c(C(=O)NN3CC(=O)N(c4ccccc4F)CC3=O)sc2n1 | -6.1
C=CCOC(=O)C1=C(C)OC(N)=C(C#N)C1c1c(C)nn(-c2ccccc2)c1Cl (stereo unspecified) | -2.1
CCN1CCCC1CNC(=O)c1cn(C)c2ccc(S(=O)(=O)N3CCCCCC3)cc2c1=O (stereo unspecified) | 12.2
COCC(O)CSc1c([N+](=O)[O-])nc(C)n1Cc1ccc(OC)c([N+](=O)[O-])c1 (stereo unspecified) | -4.9
CCOC(=O)c1ccc(CNS(=O)(=O)c2c(C)ccc3nsnc23)o1 | -0.5
CC(C)(C)C(=O)c1cn(CC(=O)NCc2ccc3c(c2)OCO3)c2ccccc12 | -5.3
Cc1ccc(-c2nc3ncccc3o2)cc1NC(=O)c1cc2ccccc2o1 | -2.0
COc1ccccc1Nc1ncc(C(C)=O)c(C)n1 | -3.0
CCOC(=O)c1sc2nc[nH]c(=O)c2c1C | -3.5
O=C(CN1CCN(c2ccc(F)cc2)CC1)Nc1cc(C(F)(F)F)ccc1Cl | 7.3
Cc1ccc(NC2=C/C(=N\S(=O)(=O)c3cccs3)c3ccccc3C2=O)c(C)c1 | 52.6*
COc1cc2oc(=O)c(Br)c(C)c2c(OC)c1OC | -17.8
CN1C(=O)C(CC(=O)Nc2ccc(F)cc2)N(CCCc2ccccc2)C1=S (stereo unspecified) | -2.6
CCCC(=O)C1=C(O)C(C(=O)OC)C(C)(C)CC1=N (stereo unspecified) | -0.6
O=c1[nH]c2cc3c(cc2cc1CN(Cc1nnnn1CC1CCCO1)C1CCCC1)OCO3 (stereo unspecified) | 3.8

Three of the compounds above, as labelled records:
Cc1ccc(NC2=C/C(=N\S(=O)(=O)c3cccs3)c3ccccc3C2=O)c(C)c1
  Artemis endo inh = 52.6*
COc1cc2oc(=O)c(Br)c(C)c2c(OC)c1OC
  Artemis endo inh = -17.8
CN1C(=O)C(CC(=O)Nc2ccc(F)cc2)N(CCCc2ccccc2)C1=S (stereo unspecified)
  Artemis endo inh = -2.6

Next entries.
smiles | Artemis endo inh
O=S(=O)(c1ccc2nc(-c3ccco3)c(-c3ccco3)nc2c1)N1CCOCC1 | 27.6
Cc1ccc(Oc2ccc(/C=N/O)cn2)cc1 | -7.0
OCCNc1nc(NCCC2=CCCCC2)nc(N2CCOCC2)n1 | 4.6
O=c1c2ccccc2c(C=NCCCN2CCOCC2)c(O)n1Cc1ccccc1 | 9.4
Cc1ccc(C2C(C#N)C(C#N)N3CCCN23)cc1 (stereo unspecified) | -3.4
C=CCc1cccc2cc(C(=O)NC3=C(C#N)CCC3)c(=O)oc12 | -1.8
CCCN1C(=O)C(NS(=O)(=O)c2ccc(N)cc2)(C(F)(F)F)C(C(=O)OC)=C1C (stereo unspecified) | 0.7
Cn1c(Cc2cccs2)nnc1SCC(=O)N1CCc2ccccc21 | 1.8
CC(=O)c1ccc(-c2nc3c4ccccc4ccn3c2C(C)=O)o1 | -7.8
COC(=O)c1cc2c(C)cc3ccc(C)cn3c-2c1C(=O)OC | -6.4
